Screening results (PubChem BioAssay)
Pf Dd2 growth – Plasmodium falciparum Dd2 growth inhibition; P. falciparum Dd2 growth, SYBR Green, 72 h; Potency, µM (top dose mostly 28.9 µM), without a hit: top-dose activity, negative = inhibition, hits mostly inhibitors; actives 4.3% (n = 120,000); AID 1347417; active = well fitted inhibition curve with a large enough effect; inconclusive = small, poorly fitted or top-dose-only effect; inactive = no such curve, though single readings can be large or run the other way;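 note: plate controls were DMSO vehicle for no effect and reference drug for full effect; nearly all actives have a fitted effect of over 65% in size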
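Infected erythrocytes (Dd2, 0.3% parasitemia, 2.5% hematocrit final) are added to compound in RPMI-1640/Albumax II medium, grown 72 h at 37C in low oxygen, then lysed with saponin/Triton-X containing SYBR Green and read by fluorescence.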
Active calls of the source: *; i = inactive; ? = inconclusive; [ ] = dose if it differs, or a comment. Potency is the fitted concentration of half-maximal effect. Some of the compounds tested. The share of hits here may be higher or lower than overall.

Start of the data: the first 2 compounds (preview)
SMILES	Pf Dd2 growth
Cc1ccc(CCNC(=O)C2CCN(c3cc(C(F)(F)F)nc(C)n3)CC2)cc1	?
COCc1cc(C[C@@H]2CC[C@H](O)[C@@H](CN(C(=O)Nc3ccccc3)C(=O)Nc3ccccc3)O2)no1	-16%

The whole of this part, from the start:
SMILES	Pf Dd2 growth
Cc1ccc(CCNC(=O)C2CCN(c3cc(C(F)(F)F)nc(C)n3)CC2)cc1	?
COCc1cc(C[C@@H]2CC[C@H](O)[C@@H](CN(C(=O)Nc3ccccc3)C(=O)Nc3ccccc3)O2)no1	-16%
CCN(CC)CCNC(=O)c1cc2c(=O)[nH]c3ccc(C)cc3c2s1	?
CS(=O)(=O)Nc1ccc(C2(C(=O)NC3CCCCCC3)CCCCC2)cc1	?
COc1ccc(S(=O)(=O)c2cnc(SCC(=O)Nc3cc(F)ccc3C)[nH]c2=O)cc1Cl	39%[activator]
COCCN1C(=O)CS(=O)(=O)C12CCN(C(=O)C1CC1)CC2	7%
O=Cc1ccccc1-c1cncc(C(=O)O)c1	i
COCCN1C(=O)c2cccn2CC1CNC(=O)c1n[nH]c(=O)c2ccccc12 (stereo not drawn)	?
CCCCCCc1cc2cc(-c3nnc(-c4ccc(C)cc4)o3)c(=O)oc2cc1O	?
O=[S+]1([O-])NCC2(CCN(Cc3ccccn3)C2)Oc2ncccc21 (stereo not drawn)	1%
CC(=O)N1C[C@@H]2C[C@H]1C(=O)N(Cc1ccc(OC(F)(F)F)cc1)c1ccccc1O2	?
COc1ccc(CC(=O)N2CCOC[C@H](Oc3ccc(OC)cc3)C2)cc1	-9%[44.1 µM]

Looked up by compound from above (2):
SMILES	Pf Dd2 growth
Cc1ccc(CCNC(=O)C2CCN(c3cc(C(F)(F)F)nc(C)n3)CC2)cc1	?
COCCN1C(=O)CS(=O)(=O)C12CCN(C(=O)C1CC1)CC2	7%

Next part:
SMILES	Pf Dd2 growth
COc1ccc(OC)c(NC(=O)CCC2CCN(C(=O)c3ccccc3)CC2)c1	-12%
Cc1ccc(NC(=O)CN2C(=O)COc3ccc(S(=O)(=O)N4CCCCC4)cc32)cc1N(C)C	-7%
O=C(Nc1ccc2c(N3CCCCC3)ncnc2c1)c1ccccc1C(F)(F)F	11µM*
O=C(NCc1cccc(Br)c1)C1CCN(C(=O)c2sccc2-n2cccc2)CC1	-15%
CCOc1ccccc1CNc1ncnc2onc(-c3ccc(F)cc3)c12	-15%
O=C1NC(C(=O)NCC2CCN(Cc3ccc(F)cc3)CC2)Cn2cccc21 (stereo not drawn)	-14%
Cc1cc(C)cc(C(=O)N2CCN(C3CCN(Cc4cccnc4)C3=O)CC2)c1 (stereo not drawn)	-19%
Cc1ccccc1CC(=O)N1CCC(N2CCCC(C(=O)NC3CC3)C2)CC1 (stereo not drawn)	-3%
Cc1ncsc1CN1CCCCCCNC(=O)[C@@H]2C[C@@H](C(=O)N3CCc4ccccc4C3)C[C@@H]21	4.5µM*
Cc1nc(C)c(C(=O)N2CC[C@H](CO)[C@H](NC(=O)C3CC3)C2)s1	26%
COc1ccc(CN2C=C(C(=O)OCc3noc(C4CCCCC4)n3)C(C)=NS2(=O)=O)cc1	i
c1cc(OC2CCCCC2)ncc1-c1noc([C@@H]2CCCN2C2CCOCC2)n1	11µM*
CCCN(CC1CCOC1)S(=O)(=O)c1ccccc1F (stereo not drawn)	-4%
CCN(CC)Cc1cnc2c(C(=O)NC(C)(C)CO)cnn2c1	-8%
O=C(NC1CCCc2ccccc21)c1ccc2c(c1)sc1nc(-c3ccccc3)cn12 (stereo not drawn)	-5%
COCCN1C(=O)c2ccccc2C(C(=O)Nc2nnc(C3CC3)s2)C12CCCCC2 (stereo not drawn)	7.9µM*
Cc1cccc(C(=O)N2CCCN(c3cc(-c4ccc(Cl)cc4)[nH]n3)CC2)c1	?
Cc1c(NC(=O)c2cc(-c3ccc(F)cc3)on2)c(=O)n(-c2ccccc2)n1C	10%
COC[C@@H]1CN(C(=O)c2ncccc2C)C[C@H]1c1ccncc1	-13%
Cc1nc(N2CCC(NC(=O)c3cc4ccccc4[nH]3)CC2)cc(C(F)(F)F)n1	2µM*
Cc1ccc(-c2nnc([C@H]3CCN(c4ncccn4)C3)o2)cc1	i
O=C(NCc1ccc2c(c1)CCN2C(=O)c1ccccc1)c1ccco1	?
O=C(CCc1conc1-c1ccccc1F)NCc1cccc(Br)c1	i
CC(C)CN1C(=O)c2cccn2CC1CNC(=O)c1ccnn1C (stereo not drawn)	-3%
O=C(c1ccncc1)N1CCC2(CC1)CC(N1CCCC1)CCO2 (stereo not drawn)	38%[activator]
C[C@@H]1CN(C2(C(=O)NCc3n[nH]c4c3CCC4)Cc3ccccc3C2)C[C@H](C)O1	?
Cc1ccc(C2Cn3cnc(C(=O)N4CCC(C(=O)NCCCc5ccccc5)CC4)c3CO2)cc1 (stereo not drawn)	?
CC(=O)NCCC(=O)N1CCC2(CC1)CN(C(=O)Cc1ccc(O)cc1)CCO2	-4%
Cc1noc([C@@H]2C[C@H](NC(=O)Nc3ccccc3)CN2C)n1	-24%[44.1 µM]
O=C(N1CCC2(CC1)CC(Cc1nc(-c3cnccn3)no1)CCO2)C1(c2ccccc2)CC1 (stereo not drawn)	?
O=C(NCC1CC1)c1cn(C2CN(C(=O)C3CCOC3)C2)nn1 (stereo not drawn)	19%
Cc1ccc(Cn2c(=O)n(-c3ccc(C)c(C)c3)c(=O)c3c(C)c(C)sc32)cc1	?
COc1ccc(CN[C@@H]2CO[C@H](CNC(=O)c3ccccc3)[C@H]2O)cc1	-11%[44.1 µM]
Cn1c(=O)n(C/C=C/c2ccccc2)c(=O)c2c1nc1n2CCN1c1ccc(Cl)cc1	26%
COc1ccc2[nH]c3c(c2c1)CCNC31CCN(C(=O)c2cc(C)n(C)n2)CC1	-42%
CCC(Sc1nncn2c1cc1oc(C)cc12)C(=O)Nc1ccc(F)cc1 (stereo not drawn)	?
Cc1cc(C(=O)NCCc2noc(-c3cccnc3)n2)nn1C	3%
Cc1ccc(Cl)cc1-n1ncc2c(N3CCC(C(N)=O)CC3)ncnc21	i
CCN(CC)c1ncccc1CNC(=O)CN1CC(c2ccccc2)CC1=O (stereo not drawn)	-9%
Cc1c(C(=O)NCc2ccc(N(C)C)cc2)oc2c1-c1nn(Cc3cccc(Cl)c3)cc1CC2	-4%
COCCN1CCC(N2CCN(C(=O)CCCc3ccccc3)CC2)C1=O (stereo not drawn)	-1%
Cc1ccn2c(C(=O)N3CCCC(c4[nH]ncc4-c4ccccc4)C3)nnc2n1 (stereo not drawn)	-5%
CCOC(=O)c1cc(-c2ccccc2)n(CC(=O)Nc2ccccc2OCC)c1C	?
CC(C)CCN1CCOc2cc(C(=O)NCc3cccs3)ccc2C1	?
COc1cc(NC(=O)CN2CCN(CC(=O)Nc3ccc(F)cc3)CC2)cc(OC)c1	-8%
OC1(c2csc(CN3CCN(c4ccccn4)CC3)n2)CCN(Cc2ccc(F)cc2)CC1	5µM*
CC(=O)n1nc(-c2cccnc2)nc1NCc1ccc(F)cc1	3%
Cc1ccc(-c2nnc(SCC(=O)NCc3ccccc3)nc2-c2ccc(C)cc2)cc1	?
COc1ccc(C(=O)Nc2nc3c(s2)C[C@@H]2[C@](C)(CO)[C@H](O)CC[C@@]2(C)[C@@H]3CC(=O)NC(C)C)cc1	?
CCCSc1ncc(Cl)c(C(=O)Nc2sc3c(c2C(N)=O)CCCC3)n1	1%
CN(Cc1cccn1C)C(=O)Nc1ccc(Cl)cc1	-18%[44.1 µM]
CCc1cccc(C)c1NC(=O)COCc1cc(-c2ccc3c(c2)OCO3)on1	71%[activator]
CCN1CCC(N(Cc2ccc3c(c2)OCO3)C(=O)Nc2ccccc2OC)CC1	-24%
COc1ccc([C@H]2CN(C(=O)c3nc(N)nc4c3CCCC4)C[C@@H]2N)cc1	-7%
Nc1cc(=O)nc(SCC(=O)Nc2ccc(F)cc2)n1-c1ccc(Cl)cc1	51%[activator]
Oc1c(C(c2ccc(Cl)cc2Cl)N2CCOCC2)sc2nc(-c3ccco3)nn12 (stereo not drawn)	18%
CCCC(=O)NCC(c1ccc2c(c1)OCO2)N1CCOCC1 (stereo not drawn)	41%[activator]
COc1cccc(CC(=O)N2CCCN(Cc3ccncc3)C(c3ccccc3)CC(=O)NCC2)c1 (stereo not drawn)	?
CCc1noc(-c2cccn3c(CNC(=O)Cc4c[nH]c5ccccc45)nnc23)n1	?
Cc1cc2cc(C(=O)N3CCCC(OCc4ccccn4)C3)ccc2o1 (stereo not drawn)	i
More entries follow:
SMILES	Pf Dd2 growth
COc1cc(NC(=O)C2(Cc3cccnc3)CCCCC(=O)N2)cc(OC)c1 (stereo not drawn)	i
COc1ccc2c(C)c(C(=O)N3CCCC3c3c(C)noc3C)oc2c1 (stereo not drawn)	-13%
O=C(CCc1ccccc1)N1CCC2(CC1)CC(N(C(=O)c1ccccc1)C1CC1)CCO2 (stereo not drawn)	-2%
CCC(C)NC(=O)C1=CC(c2ccc3c(c2)OCO3)=NS(=O)(=O)N1C (stereo not drawn)	1%
O=C(NCc1ccccc1)c1ccc(NC(=O)N2CCSc3ncccc32)cc1	-5%
O=C(NC1CCCCC1)c1ccc2c(c1)N(Cc1ccccc1)C(=O)c1ccccc1S2	?
Cc1cc(=O)n(CC(=O)Nc2cc(Cl)ccc2C)c(N2CCC(C)CC2)n1	i
COc1ccc(OC)c(CNC(=O)c2ccc3c(c2)C(O)CCCCCN3C)c1 (stereo not drawn)	?
CN(C)CCN(Cc1ccco1)C(=O)c1cc2c(s1)-c1ccccc1OC2	?
Cc1ccc(-c2noc([C@@H]3CCCN3C(=O)c3ccc4c(c3)OCO4)n2)cc1	0%
CC(C)(C)C(=O)NCc1c[nH]c2ncccc12	?
Cc1ccc(NC(=O)C(=O)NCC2(c3ccccc3)CCCC2)cc1Cl	19%

Shown as labelled records: entries from further up
mol: Cc1cc(=O)n(CC(=O)Nc2cc(Cl)ccc2C)c(N2CCC(C)CC2)n1
  Pf Dd2 growth: i

mol: COc1ccc(OC)c(CNC(=O)c2ccc3c(c2)C(O)CCCCCN3C)c1 (stereo not drawn)
  Pf Dd2 growth: ?

mol: CN(C)CCN(Cc1ccco1)C(=O)c1cc2c(s1)-c1ccccc1OC2
  Pf Dd2 growth: ?

mol: Cc1ccc(-c2noc([C@@H]3CCCN3C(=O)c3ccc4c(c3)OCO4)n2)cc1
  Pf Dd2 growth: 0%

Later entries.
SMILES	Pf Dd2 growth
CC(C)(C)CC(=O)N1CCn2c(nnc2[C@@H]2C[C@@H](O)CN2Cc2ccccc2)C1	i
O=C1CC(c2ccccc2)N(C(=O)CNC(=O)CN2CCOCC2)CCCCCN1 (stereo not drawn)	-6%
CCn1ccc(C(=O)NCC(=O)N2CCCCCCNC(=O)CC2c2ccccc2)n1 (stereo not drawn)	?
CC(C)c1noc(-c2cccn3c(CNC(=O)c4ccccc4)nnc23)n1	i
CN(Cc1cccnc1)Cc1nc(C2(O)CCN(CC3CCCCC3)CC2)cs1	?
Cc1ccc2c(c1)c1c(c(=O)n(-c3ccccc3)c(=O)n1CC(=O)NCC1CCCO1)n2C (stereo not drawn)	-5%
CCCN(CC1CCOC1)C(=O)Cc1c(F)cccc1Cl (stereo not drawn)	-11%[5.79 µM]
O=C1CCC2(CCNCC2)CCN1CC1CC1	-30%
CCOC(=O)C1(Cc2ccccc2)CCCN(C(=O)c2ccccc2SC)C1 (stereo not drawn)	-34%
O=C(NCCc1ccncc1)C1c2ccccc2C(=O)N(Cc2ccccc2)C12CCCC2 (stereo not drawn)	-29%
CCOC(=O)c1cc(-c2ccccc2)n(-c2cccc(C(=O)NC(C)CC)c2)c1C (stereo not drawn)	?
CCCN(CC1CC1)C(=O)C1CCCCC(=O)N1Cc1cccc(OC)c1 (stereo not drawn)	19%
COc1cccc([S+](=O)([O-])N2CCCC3(CC(c4ccccn4)=NO3)C2)c1 (stereo not drawn)	-4%
CCCc1ccc(NC(=O)C2CCN(c3cnccn3)CC2)cc1	-19%
Cc1ccccc1COC(=O)c1ccc(-c2nnn(Cc3ccccc3F)n2)cc1	9%
Cc1cc(-c2cc3c(cn2)CN(CC2CCOC2)CCN3)ccn1 (stereo not drawn)	-12%[44.1 µM]
COc1ccc(-c2cn3cccnc3n2)cc1NC(=O)c1c(F)cccc1F	-23%
CN1C(=O)Cc2cc(S(=O)(=O)CCC(=O)Nc3ccc(Cl)cc3)ccc21	4%
O=C(N[C@@H]1CCNC[C@H]1O)c1cccc(-c2ccc(OC(F)(F)F)cc2)c1	?
CCOc1ccc(C(=O)N2CCC(Cc3nc(-c4cnccn4)no3)CC2)cc1	i
O=C([C@@H]1C[C@H](F)CN1S(=O)(=O)c1ccc(Cl)s1)N1CCc2ccccc2C1	-8%
CC1CN(C(=O)N2CCC(C(=O)NC3CCCCCC3)CC2)c2cc(Cl)ccc2O1 (stereo not drawn)	?
CCOCC(=O)N1C[C@@H](Oc2ccccc2)C[C@H]1C(=O)N1CCCC1	-10%
Cc1ccc(-c2nnc(SCC(=O)NCCC(C)C)nc2-c2ccc(C)cc2)cc1	?
COc1ccccc1N1CCCc2ncc(C(=O)N3CCCC[C@@H]3Cc3ccccc3)cc21	4.5µM*
Cc1cccc(C(=O)Nc2cccc(C(=O)OCc3cc(=O)n4ccsc4n3)c2)c1	-18%
CCOc1ccc(C(=O)Nc2ccc3oc(-c4cccc5ccccc45)nc3c2)cc1	-17%
COc1cc2c(cc1OC)n(CC(=O)c1ccc(C)cc1C)c(=O)n1nc(CCn3nc(C)cc3C)nc21	56%[activator]
CNC(=O)N1CCC(C2CCN(Cc3cccc(OC)c3OC)C2)CC1 (stereo not drawn)	?
CN(C)c1cc(N2CCCC(NC(=O)COc3ccccc3)C2)ncn1 (stereo not drawn)	i[5.79 µM]
COc1ccc(CCNC(=O)c2ccc3c(c2)N(Cc2ccc(Cl)cc2)C(=O)c2ccccc2S3)cc1OC	7.9µM*
Cn1ccnc1-c1ccc(N2CCCC(CO)(Cc3cccc(Cl)c3)C2)nn1 (stereo not drawn)	5µM*
